Compound activity: PubChem, National Center for Advancing Translational Sciences (NCATS)
TRHR ag – agonists of human TRH receptor; AID 493084; P34981; activation, % at 2 µM; actives 0.18% (n = 360,000); TRHR cells, calcium flux fluo-8, FDSS agonist mode; in the data active = activation above about 30%; also: 0% is about no effect
Target sequence (P34981 whole entry, looked up): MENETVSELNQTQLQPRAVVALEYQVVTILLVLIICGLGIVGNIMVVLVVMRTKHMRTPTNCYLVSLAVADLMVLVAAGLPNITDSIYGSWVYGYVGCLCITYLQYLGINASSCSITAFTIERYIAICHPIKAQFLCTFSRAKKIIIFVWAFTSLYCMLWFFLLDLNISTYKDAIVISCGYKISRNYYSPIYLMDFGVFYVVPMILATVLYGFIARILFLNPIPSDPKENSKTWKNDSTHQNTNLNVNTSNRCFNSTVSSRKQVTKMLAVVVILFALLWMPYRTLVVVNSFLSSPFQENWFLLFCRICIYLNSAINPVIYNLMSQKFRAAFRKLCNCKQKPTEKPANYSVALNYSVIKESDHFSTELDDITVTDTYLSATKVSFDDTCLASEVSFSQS
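TRHR-expressing cells, plated overnight in medium with 10% serum, were loaded with fluo-8 calcium dye at room temperature. After a 10 s baseline, library compound was pin-added and calcium release was recorded kinetically (ex 480/em 530) as agonist response.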
POLK inh – DNA polymerase kappa (human) inhibition; actives 0.53% (n = 400,000); Q9UBT6; purified Pol kappa, fluorescent DNA synthesis assay, 10 min; AID 588579; Potency, µM (top dose mostly 107 µM), inactives show top-dose activity, negative = inhibition, actives largely listed as inhibitors; also: potency is read from the fitted curve at half-maximal effect; % is scaled to controls: 0 for no effect and ±100 for the full control effect
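Enzyme at 10 nM met test compounds for 15 min at room temperature. Substrate addition (50 nM final) began the reaction, which was monitored by fluorescence at 0 and 10 min.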
Anesthetic bind – binds horse apoferritin like a general anesthetic | P02791 | AID 485281 | Potency, µM (titrated, usually from 77.5 µM), for the others: at the top dose activity change, negative = displacement, most hits filed as inhibitors | actives 0.074% (n = 350,000) | apoferritin/1-aminoanthracene competitive binding, fluorescence; also: potency is read from the fitted curve at half-maximal effect; % is scaled to controls: 0 for no effect and ±100 for the full control effect; nearly all actives have a fitted effect of over 20% in size
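Horse-spleen apoferritin (10 uM) was mixed with 50% saturated 1-aminoanthracene in PBS, exposed to compounds for 10 min at room temperature, and read for fluorescence (ex 380 nm, em 535 nm). Competitive displacement was fitted with a four-parameter Hill equation.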
Pol beta inh – inhibitors of human DNA polymerase beta; Pol beta primer extension/strand displacement, fluorescence kinetic; Potency, µM (top dose mostly 114 µM), for inactives: at the highest dose activity change, negative = inhibition, usual class: inhibitors; actives 1.3% (n = 340,000); AID 485314; also: potency is read from the fitted curve at half-maximal effect; % is scaled to controls: 0 for no effect and ±100 for the full control effect
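Human Pol beta at 10 nM; strand-displacement substrate 50 nM final. Compound exposure 15 min at room temperature before start, reaction 10 min at room temperature.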
BLM inh – inhibitors of human Bloom syndrome helicase BLM. P54132. recombinant BLM DNA unwinding, fluorescence dequenching. Potency, µM (doses to about 56.1 µM), for inactives: at the highest dose activity change, negative = inhibition, actives largely listed as inhibitors. actives 0.2% (n = 350,000);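 also: potency is read from the fitted curve at half-maximal effect; plate controls were vehicle for no effect and no enzyme for full effect; nearly all actives have a fitted effect of over 35% in size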
APE1 inh – APE1 (human) endonuclease inhibition. P27695. recombinant APE1, TAMRA/BHQ-2 abasic DNA cleavage fluorescence. Potency, µM (highest dose often 65.8 µM), for inactives: at the highest dose activity change, negative = inhibition, most hits filed as inhibitors. actives 0.35% (n = 350,000). AID 2517;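 also: potency is read from the fitted curve at half-maximal effect; plate controls were vehicle for no effect and reference inhibitor for full effect; nearly all actives have a fitted effect of over 55% in size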
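Substrate: short duplex with […] THF abasic site, 5'-TAMRA and 3'-BHQ-2, 50 nM final. APE1 at 0.75 nM, preincubated 15 min RT with compound. Fluorescence increase from first to third read measured activity.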
POLI inh – DNA polymerase iota (human) inhibition; actives 1% (n = 390,000); Pol iota fluorescent replication assay, 10 min; AID 588590; Q9UNA4; Potency, µM (doses to about 115 µM), without a hit: at the top dose activity, negative = inhibition, usual class: inhibitors; also: potency is read from the fitted curve at half-maximal effect
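Fluorescent replication assay read twice, at 0 min and 10 min after adding 50 nM (final) substrate. Enzyme (10 nM) and compounds were first incubated 15 min at room temperature; enzyme-free buffer wells were negative controls.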
12-LOX inh – blocks human arachidonate 12S-lipoxygenase | actives 1.1% (n = 580,000) | AID 1671190 | purified 12hLO, xylenol orange hydroperoxide absorbance | Potency, µM (doses to about 108 µM), for inactives: at the top dose activity change, negative = inhibition, hits mostly inhibitors; also: potency is read from the fitted curve at half-maximal effect; % is scaled to controls: 0 for no effect and ±100 for the full control effect
Target sequence (P18054 whole entry, looked up): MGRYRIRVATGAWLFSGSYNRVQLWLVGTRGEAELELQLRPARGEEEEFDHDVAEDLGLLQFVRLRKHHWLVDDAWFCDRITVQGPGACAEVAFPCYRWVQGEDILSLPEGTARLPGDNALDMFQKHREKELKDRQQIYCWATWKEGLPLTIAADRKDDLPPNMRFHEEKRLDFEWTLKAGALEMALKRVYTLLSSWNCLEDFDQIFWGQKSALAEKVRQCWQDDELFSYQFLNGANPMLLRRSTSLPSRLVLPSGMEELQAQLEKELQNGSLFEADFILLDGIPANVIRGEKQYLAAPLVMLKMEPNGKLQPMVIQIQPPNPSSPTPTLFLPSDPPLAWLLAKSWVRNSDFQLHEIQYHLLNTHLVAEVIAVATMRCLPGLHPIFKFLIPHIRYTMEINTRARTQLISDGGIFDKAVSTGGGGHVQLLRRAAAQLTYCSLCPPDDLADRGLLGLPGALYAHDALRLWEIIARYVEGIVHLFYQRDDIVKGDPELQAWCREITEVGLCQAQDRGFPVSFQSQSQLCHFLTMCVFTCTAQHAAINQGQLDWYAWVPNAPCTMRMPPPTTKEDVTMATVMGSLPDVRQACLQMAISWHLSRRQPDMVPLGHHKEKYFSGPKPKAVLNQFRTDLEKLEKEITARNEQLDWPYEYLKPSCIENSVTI
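Purified human 12hLO at 150 nM in 25 mM Hepes, 0.01% Triton X-100, pH 7.0, preincubated 15 min at room temperature with compound. Reaction started with 40 uM arachidonic acid, 30 min at room temperature. Hydroperoxide measured by Fe-xylenol orange, 573/405 nm absorbance ratio.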
ERG-DNA inh – inhibitors of human ERG Ets domain-DNA interaction; P11308; fluorescence polarization, His-ERG Ets domain / labelled DNA; Potency, µM (highest dose often 76.9 µM), for inactives: top-dose FP activity, negative = inhibition, usual class: inhibitors; actives 0.028% (n = 370,000); AID 624246; active = well fitted inhibition curve with a large enough effect in the polarisation, with a control signal flat; inconclusive = small, poorly fitted or top-dose-only effect, or effect the other way, or a change in a side signal; inactive = no such curve, though single readings can be large or run the other way; the % refers to the polarisation;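 also: polarization taken with two DNA probes labelled with fluorescein and Texas red; potency is read from the fitted curve at half-maximal effect; % of control where 0% means no effect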
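His-tagged ERG Ets domain (1 uM in the protein solution; 300mM KCl, 50mM Tris-HCl, 1mM EDTA, 1mM DTT, pH 7.5) received compound, then a probe mix of 5 nM fluorescein-DNA and 100nM Texas-615-DNA. Fluorescence polarization was read for both dyes.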
The depositor's hits bear a star; u = inconclusive; x = not tested or not shown; & = joins results of further samples; [ ] = another dose, or the depositor's remark. Unless noted, calls follow the shape of the dose curve; as a rule, active = well fitted curve in the direction sought with a large enough effect; inconclusive = small, poorly fitted or top-dose-only effect, or another doubt; inactive = no such curve, though single readings can be large; an effect the other way counts as inactive or inconclusive. These rows are one share of the data (hit frequency here may not be typical).

SMILES	TRHR ag	POLK inh	Anesthetic bind	Pol beta inh	BLM inh	APE1 inh	POLI inh	12-LOX inh	ERG-DNA inh
CCn1c(CSc2nnc(-c3ccc4c(c3)OCO4)o2)nc2cc(S(=O)(=O)N(C)C)ccc21	-0.6	-7%	7%	-11%	-8%	2%	-1%	0%	2%
CCCNc1nc2c(c(=O)[nH]c(=O)n2C)n1Cc1cccc(Br)c1	-0.6	14%	-9%	-27%	0%	-3%	0%	1%	7%
CC(Oc1cccc(Cl)c1)C(=O)NNC(=O)c1cccnc1 (centres undefined)	x	-7%	x	x	x	0%	18%	10%	-3%
CC(C)CN1CCC2(CC1)CCN(C(=O)c1cc(C(F)(F)F)cc(C(F)(F)F)c1)CC2	x	-3%[60.1 µM]	x	x	4%	3%	x	-26%[57.4 µM]	x
CCc1ccc(/C=C2/SC(N3CCOCC3)=NC2=O)cc1	-0.6	4%	-8%	22%	0%	3%	40%[activator]	u	5%
CCCS(=O)(=O)N1CCCC(C(=O)Nc2ccc3c(c2)CCC3)C1 (centres undefined)	-1.5	-1%	0%	7%	-6%	-2%	-4%	-12%	3%
O=C(NNC(=S)NC1CC2C=CC1C2)c1cccnc1 (centres undefined)	0.3	0%	-10%	33%	-2%	1%	-14%	0%	6%
COc1cccc(-c2ccnc3c(-c4ccc(F)cc4)c(C)nn23)c1	1.3	8%	0%	2%	-2%	x	31%[activator]	-7%	-1%
FC(F)(F)c1cc(Cl)c2nnc(-c3cccnc3)n2c1	-1.2	1%	1%	2%	-1%	-4%	21%	-1%	-2%
COC(=O)c1ccccc1NC(=O)CN(CCc1ccccc1)S(C)(=O)=O	-0.4	-11%	-9%	12%	-3%	0%	10%	-5%	-7%
O=C(Nc1ccccc1)OCC(CN1CCCCC1)OC(=O)Nc1ccccc1 (centres undefined)	1.1	-1%	0%	x	-4%	19%	-8%	u	3%
NC(=O)Nc1ccc2c(c1)OCCO2	0.5	-16%	-10%	15%	-3%	3%	-6%	-25%	3%
Cc1ccc(-n2cc(C(=O)c3ccc4ccccc4c3O)cn2)cc1	-0.3	-5%	-4%	32%	0%	14%	-1%	-2%	-2%
O=C1c2ccccc2-c2c1cccc2C(=O)N1CCOCC1	0.1	-10%	-8%	-10%	-10%	-1%	8%	5%	8%
C=CC[C@@H](CC(=O)N[C@@H](CO)Cc1ccccc1)C(=O)NCCOC(=O)[C@@H](CC=C)Cc1ccc(F)cc1	x	1%	x	x	x	45%	18%	15%	9%
CCOC(=O)CSc1ccc2nnc(CCNS(=O)(=O)c3ccc(C)cc3)n2n1	0.2	-13%	-10%	-22%	2%	-3%	0%	0%	5%
Cc1ccc(C)c(S(=O)(=O)NCc2ccc(C(=O)NCc3ccccn3)cc2)c1	0.1	-14%	-11%	-18%	1%	-3%	-9%	-8%	8%
COc1ccc(C2c3c(oc4ccccc4c3=O)C(=O)N2CCN2CCOCC2)cc1OC (centres undefined)	x	3%	x	x	x	x	16%	3%	-1%
COc1cc(C2CC(=O)OC3=C2C(=O)CC(C)(C)C3)cc(OC)c1OC (centres undefined)	0.2	-3%	-5%	0%	-2%	1%	131%[activator]	12%	5%
COCCCNC(=O)/C(C#N)=C/c1c(N2CCCCCC2)nc2ccccn2c1=O	-0.6	-7%	5%	3%	-2%	64%[activator]	9%	9%	3%

As entered above.
`NC(=O)Nc1ccc2c(c1)OCCO2` – APE1 inh: 3%
`CCn1c(CSc2nnc(-c3ccc4c(c3)OCO4)o2)nc2cc(S(=O)(=O)N(C)C)ccc21` – POLI inh: -1%
`C=CC[C@@H](CC(=O)N[C@@H](CO)Cc1ccccc1)C(=O)NCCOC(=O)[C@@H](CC=C)Cc1ccc(F)cc1` – ERG-DNA inh: 9%

Next section:
SMILES	TRHR ag	POLK inh	Anesthetic bind	Pol beta inh	BLM inh	APE1 inh	POLI inh	12-LOX inh	ERG-DNA inh
S=C(NCCN1CCOCC1)C(=S)NCCN1CCOCC1	x	7%	x	x	x	x	28%	8%	18%
CCCCn1c(CNC(=O)C23CC4CC(CC(C4)C2)C3)nnc1SC(C)CC (centres undefined)	0.8	-1%	u	9%	-2%	5%	-3%	u	1%
Cc1nc(-c2ccc(S(=O)(=O)N3CCN(c4ccccc4F)CC3)cc2)co1	0.2	-2%[60.1 µM]	-2%	u	-12%	x	1%	-2%&0%	0%
O=C(Nc1cccc2ccccc12)OC1C=CS(=O)(=O)C1 (centres undefined)	0.3	11%	2%	32%	4%	1%	3%	0%	-10%
C/C(CCc1ccccc1)=N\NC(=O)C1C2CCCCC21 (centres undefined)	-0.5	6%	-11%	-15%	-3%	2%	0%	0%	-20%
CC(C)[C@H](NC(=O)[C@@H]1CSC2c3ccccc3C(=O)N21)C(=O)NC1CCCC1 (some centres undefined)	-0.6	-8%	-2%	28%	-3%	-10%	3%	-21%	-9%
CC1CC(C)CN(C(=O)c2cc3c(s2)CCC3)C1 (centres undefined)	-0.4	-6%	u	23%	-2%	13%	33%[activator]	0%	-7%
COc1ccc2c(c1)CC(C(=O)NCCc1ccc(S(N)(=O)=O)cc1)CO2 (centres undefined)	-0.4	-2%[60.1 µM]	-10%	-9%	2%	x	-17%	-1%	-8%
O=C(CCSCc1cccc(Cl)c1)N1CCN(c2ccc(Cl)cc2)CC1	0.0	-5%[60.1 µM]	73%[activator]	0%	-8%	x	18%	u	4%
Cc1ccc(-c2nc3sc(CCNC(=O)c4ccc(Br)o4)c(C)n3n2)cc1	0.1	-9%[60.1 µM]	-11%	-20%	-6%	x	4%	0%	-6%
COc1ccccc1NC(=O)c1ccc(-n2ccnc2)c([N+](=O)[O-])c1	0.3	2%	-5%	-15%	0%	5%	144%[activator]	27%	-17%
NC(=O)C1CCN(C(=O)NC(=O)c2ccccc2)CC1	0.4	4%	-6%	-24%	1%	-3%	9%	5%	-16%
S=C(NCCc1ccccc1)NC1CC1	-0.5	-10%	-13%	3%	-2%	3%	9%	-20%	4%
Oc1ccc(Br)cc1/C=N/NC(=S)NCCc1ccccc1	-0.1	2%	-11%	32%	-17%	-23%	70%[activator]	u	-6%
CC(Oc1ccc(Cl)cc1)C(=O)Nc1ccc(S(=O)(=O)N2CCOCC2)cc1 (centres undefined)	4.4	1%	u	27%	-6%	3%	44%[activator]	-19%	-3%
COc1ccc(N/C=C\C(=O)c2ccc(C)cc2)cc1OC	-0.6	-6%	-12%	-28%	-3%	-2%	24%	-18%	12%
O=C(Nc1nnc(SCc2ccccc2)s1)c1cccs1	0.6	-4%	6%	0%	-5%	2%	-2%	0%[57.4 µM]	2%
CCNC(=O)Cn1cnc2c1c(=O)n(C)c(=O)n2C	-0.1	-2%	-1%	5%	0%	2%	-16%[58.9 µM]	-18%	u
CC(C)C(NC(=O)c1ccccc1F)C(=O)Nc1ccc2c(c1)OCO2 (centres undefined)	1.9	4%	-9%	-7%	-9%	8%	9%	-2%	-11%
CCn1cc(-c2ccccc2)c(C(=O)O)c1-c1ccc(OC)cc1	-0.1	-3%	x	x	x	9%	20%	u	10%
COc1cccc(CNC(=O)c2ccc3nc(-c4ccccc4)c(-c4ccccc4)nc3c2)c1OC	0.3	-9%[60.1 µM]	3%	2%	-8%	x	36%[activator]	3%	10%
NS(=O)(=O)c1ccc(NC2=CC(c3ccc(F)cc3)N(c3ccc(S(N)(=O)=O)cc3)C2=O)cc1 (centres undefined)	0.6	-8%	-11%	8%	-3%	16%	u	-23%	24%
Nc1ccn([C@@H]2O[C@H](CO)[C@@H](OP(=O)(O)O)[C@H]2O)c(=O)n1	x	-5%[19.4 µM]	x	x	0%	-11%	x	6%	x
COC(=O)/C=C/S(=O)(=O)c1ccc(NC(C)=O)cc1	0.6	-4%	-9%	1%	0%	0%	0%	-8%	-4%
CCC(=O)Nc1c(C(=O)Nc2ccc3c(c2)OCCO3)oc2ccccc12	-0.6	-5%	-3%	-10%	-8%	-7%	137%[activator]	6%	-8%
COc1ccc(N(CC(=O)NCCC2=CCCCC2)S(=O)(=O)c2ccc(C)cc2)cc1OC	-3.0	-10%	-7%	-31%	-4%	1%	118%[activator]	-1%	6%
CCOC(=O)/C(C(=O)Nc1ccc(Br)cc1)=C1/NC(C)(C)Cc2ccccc21	0.3	-1%	-2%	11%	0%	-2%	4%	-25%	16%
CC(C)Cn1c(-c2ccco2)csc1=Nc1cccnc1	-0.4	-14%	-21%	-6%	-14%	-10%	23%	10%	-11%
Cc1cccc(-n2nc([N+](=O)[O-])c(=NC3CCN(Cc4ccccc4)CC3)n2O)c1	-0.4	11%	-13%	32%	0%	10%	-6%	0%	0%
COc1ccc(NC(=O)CN(C)S(=O)(=O)c2ccccc2)cc1	0.2	-6%	-8%	5%	2%	0%	4%[58.9 µM]	24%	9%
COc1cc(-n2nc(C)c3c2OC(N)=C(C#N)C3c2ccccc2)c(Cl)c(Br)c1O (centres undefined)	1.5	-19%	6%	1%	-2%	-4%	u	x	-1%
COc1ccc(Cn2c(C3CCCCC3)nc3c(c(=O)c4ccccc4n3C)c2=O)cc1	1.9	-3%	-2%	4.5µM*	u	2%	18%	x	1%
O=C1c2ccccc2C(=O)C1Cc1cccc2ccccc12	-0.1	-9%	-22%	5%	-3%	1%	15%	-29%	-5%
CCn1c(=N)c(S(=O)(=O)c2ccc(Cl)cc2)cc2c(=O)n3ccccc3nc21	-0.1	x	-7%	-1%	-1%	2%	x	x	x
CCOc1ccc(-n2ccnc2SCC(=O)Nc2cc(C)on2)cc1	-0.7	0%	-4%	5%	5%	0%	110%[activator]	-7%	-7%
